TrxR1 substrate: is turned over as a substrate by rat TrxR1; purified TrxR1 substrate turnover, NADPH consumption readout; 390,000 compounds, 0.01% hits; Potency, µM (titrated, usually from 114 µM), inactives show at the highest dose activity change, negative = substrate turnover; AID 588456; note: % is set by controls: 0 for no effect and ±100 for the full control effect; nearly all actives have a fitted effect of over 50% in size
Target sequence (O89049 whole entry, looked up): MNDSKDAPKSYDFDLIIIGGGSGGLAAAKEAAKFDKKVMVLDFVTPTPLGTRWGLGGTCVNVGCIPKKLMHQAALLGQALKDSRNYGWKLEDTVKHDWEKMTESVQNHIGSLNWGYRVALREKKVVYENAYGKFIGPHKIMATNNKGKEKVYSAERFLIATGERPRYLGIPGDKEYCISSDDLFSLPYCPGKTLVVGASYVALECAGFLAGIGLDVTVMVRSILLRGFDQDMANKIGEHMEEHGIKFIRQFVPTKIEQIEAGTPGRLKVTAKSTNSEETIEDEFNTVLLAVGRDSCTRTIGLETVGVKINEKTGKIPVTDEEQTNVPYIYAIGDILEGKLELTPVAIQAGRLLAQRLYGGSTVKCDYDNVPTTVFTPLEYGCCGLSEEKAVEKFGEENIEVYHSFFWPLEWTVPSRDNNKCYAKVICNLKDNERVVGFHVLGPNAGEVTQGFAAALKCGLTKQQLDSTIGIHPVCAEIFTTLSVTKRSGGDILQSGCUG
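Rat TrxR1, dispensed at 90 nM, was prereduced with 400 uM NADPH (final) for 5 min at ~22 deg C, then incubated with compound 15 min before 400 uM selenite. A first-read NADPH fluorescence drop versus no-compound background flagged substrates.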
mIDH1 inhibitor: inhibitors of human mutant IDH1 R132H | IDH1-R132H enzyme, NADPH consumption, diaphorase/resazurin fluorescence | Potency, µM (doses to about 76.6 µM), for inactives: top-dose activity change, negative = inhibition, usual class: inhibitors | 390,000 compounds, 0.093% hits | AID 602179; note: % is set by controls: 0 for no effect and ±100 for the full control effect; nearly all actives have a fitted effect of over 65% in size
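IDH1-R132H (0.5 ug/mL dispensed) in pH 7.5 Tris buffer was preincubated 30 min with compound, then given a substrate mix of 0.016 mM NADPH and 2 mM alpha-KG for 80 min at room temperature; remaining NADPH was read by diaphorase/resazurin fluorescence.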
Vif-A3G inh: Vif-A3G binding inhibition | Q9HC16 | HeLa A3G-eYFP + Vif (tagged APOBEC3G with the HIV-1 protein that degrades it), YFP fluorescence, overnight | Potency, µM (titrated, usually from 46.1 µM), inactives show at the top dose activity, negative = active, actives largely listed as inhibitors | 410,000 compounds, 0.076% hits | AID 602310;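 note: % is set by controls: 0 for no effect and ±100 for the full control effect; nearly all actives have a fitted effect of over 60% in size; hits raise eYFP signal because A3G escapes Vif-driven loss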
Target sequence (Q9HC16 whole entry, looked up): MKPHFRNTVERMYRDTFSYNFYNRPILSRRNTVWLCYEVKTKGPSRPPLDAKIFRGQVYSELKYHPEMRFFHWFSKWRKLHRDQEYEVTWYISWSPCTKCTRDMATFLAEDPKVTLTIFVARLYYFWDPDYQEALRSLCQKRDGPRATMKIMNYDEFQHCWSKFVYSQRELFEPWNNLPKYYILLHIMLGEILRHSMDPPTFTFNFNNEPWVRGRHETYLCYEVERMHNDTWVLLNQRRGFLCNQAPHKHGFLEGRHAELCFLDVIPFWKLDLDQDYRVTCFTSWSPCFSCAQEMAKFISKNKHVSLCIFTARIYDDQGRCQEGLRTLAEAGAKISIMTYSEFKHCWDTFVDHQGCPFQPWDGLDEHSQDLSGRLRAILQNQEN
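Read-out is eYFP fluorescence (Ex 488/Em 500-530) from Vif-expressing HeLa A3G-eYFP cells; more signal means A3G escaped Vif-mediated degradation. Cells plated overnight, compound pinned in, incubated overnight at 37 deg C.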
RXFP1 ag: activates the human relaxin receptor RXFP1; HEK293T-RXFP1 cAMP TR-FRET, 30 min; response scale: percent of porcine relaxin response, buffer zero; Potency, µM (highest dose often 57.5 µM), for inactives: at the top dose activation, most hits filed as activators; AID 2676; 370,000 compounds, 0.3% hits; note: % is set by controls: 0 for no effect and ±100 for the full control effect; nearly all actives have a fitted effect of over 60% in size; many of its hits are not listed in these tables
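HEK293T cells stably expressing RXFP1 were pretreated with the PDE4 inhibitor Ro 20174, exposed to compounds for 30 min at 37C, lysed, and cAMP was read by TR-FRET. Data normalized to buffer (basal) and 29 nM porcine relaxin (100%).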
Vif-A3F inh: inhibitors of Vif-A3F interaction. HeLa A3F-eYFP + Vif (tagged APOBEC3F with the HIV-1 protein that degrades it), YFP fluorescence increase. 390,000 compounds, 0.2% hits. AID 602313. Potency, µM (highest dose often 46.1 µM), inactives show top-dose activity, negative = active; note: % of control where 0% means no effect; nearly all actives have a fitted effect of over 65% in size
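HeLa cells stably expressing A3F-eYFP plus Vif, plated and incubated overnight at 37 deg C, then exposed to compounds overnight at 37 deg C. Blocked degradation read as raised yellow fluorescence (Ex 488/Em 500-530).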
12-LOX inh: blocks human arachidonate 12S-lipoxygenase; P18054; Potency, µM (doses to about 108 µM), for inactives: at the highest dose activity change, negative = inhibition, usual class: inhibitors; 580,000 compounds, 1.1% hits; purified 12hLO, xylenol orange hydroperoxide absorbance; note: % is set by controls: 0 for no effect and ±100 for the full control effect
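Hydroperoxide product was detected by ferrous iron/xylenol orange as the 573 to 405 nm absorbance ratio. Arachidonic acid at 40 uM (final) was turned over for 30 min at room temperature by 150 nM human 12hLO, pH 7.0 Hepes buffer, after 15 min compound preincubation.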
RGS4 inh: human RGS4 inhibition; 390,000 compounds, 0.039% hits; Transcreener GDP fluorescence polarization, RGS4-accelerated GTP hydrolysis; AID 504845; P49798; Potency, µM (highest dose often 114 µM), for the others: top-dose activity change, negative = inhibition, most hits filed as inhibitors; note: % is set by controls: 0 for no effect and ±100 for the full control effect; nearly all actives have a fitted effect of over 75% in size; some results filed as inactive show a strong effect at the top dose
Target sequence (P49798 whole entry, looked up): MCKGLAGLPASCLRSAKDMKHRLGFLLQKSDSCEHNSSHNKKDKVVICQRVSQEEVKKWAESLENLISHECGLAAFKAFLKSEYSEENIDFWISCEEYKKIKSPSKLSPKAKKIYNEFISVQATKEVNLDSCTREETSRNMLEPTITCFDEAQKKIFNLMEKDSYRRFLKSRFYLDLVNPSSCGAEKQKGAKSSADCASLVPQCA
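MLSMR compounds (23 nl, pin-transferred) preincubated 10 min at room temperature with a 500nM (2x) first reagent, then RGS4 at 900nM (2x) plus Transcreener GDP mix added; fluorescence polarization (620/688 nm) read before and after 90 min at 30 °C.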
USP1-UAF1 inh: inhibitors of human USP1/UAF1 deubiquitinase; O94782; recombinant USP1/UAF1, Ub-Rhodamine cleavage fluorescence; Potency, µM (series often up to 57.1 µM), without a hit: at the top dose activity change, negative = inhibition, actives largely listed as inhibitors; 390,000 compounds, 0.23% hits; note: % is set by controls: 0 for no effect and ±100 for the full control effect; nearly all actives have a fitted effect of over 60% in size; inactives centre near -12
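Step one: compound is pinned into 1nM USP1/UAF1 in HEPES pH 7.8 buffer with TCEP. Step two: 15 min room-temperature incubation. Step three: Ub-Rho (150nM final) starts cleavage, tracked by fluorescence over six one-minute reads.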
rTrxR1 inhibitor: rat TrxR1 inhibition; recombinant rTrxR1, NADPH fluorescence consumption, selenite substrate; Potency, µM (doses to about 114 µM), for inactives: at the top dose activity change, negative = inhibition, hits mostly inhibitors; 390,000 compounds, 1% hits; AID 588453; note: % is set by controls: 0 for no effect and ±100 for the full control effect; nearly all actives have a fitted effect of over 65% in size
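Rat TrxR1 (90 nM in the dispensed reagent) was pre-reduced with 400 uM NADPH for 5 min at room temperature, then incubated with compound for 15 min. After 400 uM selenite was added, NADPH fluorescence (Ex 340/Em 450 nm) was followed for 8 min.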
* = called active by the depositor; i = inactive; ? = inconclusive; / = not tested or not shown; & = joins results of further samples; [ ] = dose if it differs, or a comment. Calls come from the whole dose curve; as a rule, active = well fitted curve in the direction sought with a large enough effect; inconclusive = small, poorly fitted or top-dose-only effect, or another doubt; inactive = no such curve, though single readings can be large; an effect the other way counts as inactive or inconclusive. Potency is the fitted concentration of half-maximal effect.

SMILES	TrxR1 substrate	mIDH1 inhibitor	Vif-A3G inh	RXFP1 ag	Vif-A3F inh	12-LOX inh	RGS4 inh	USP1-UAF1 inh	rTrxR1 inhibitor
O=C(Nc1ccc(NC(=O)c2ccco2)cc1)c1ccc2c(c1)OCCO2	3.1%[57.1 µM]	8.3%	-3.9%	2.8%	12.4%	-4.5%	-27.6%	-12.3%	7.8%[57.1 µM]
Cc1ccc(-c2csc(N(C)C(=O)c3c(C)nn(-c4ccccc4)c3Cl)n2)cc1	-5.7%	2.5%	-0.4%	-0.7%	-0.5%	3.7%	10.3%	-22.0%	16.8%
COCCN1C2=C(COC(C)(C)C2)C(=S)NC1c1ccccc1 (stereo not drawn)	7.3%[57.1 µM]	1.5%	-3.9%	-2.2%	-13.1%	?	15.1%	1.0%	4.6%[57.1 µM]
COC(=O)c1ccc(COc2ccccc2/C=C(\C#N)C(=O)Nc2c(C)cc(C)cc2C)cc1	1.7%	-2.0%	-17.4%	-0.9%	?	-5.6%	-7.2%	-27.5%	8.1%
Cn1c(SCC(=O)c2ccc3c(c2)Cc2ccccc2-3)nnc1-c1ccccc1	-10.2%	-5.5%	-6.9%	2.8%	4.2%	0.0%	-6.1%[11.4 µM]	-18.8%	15.7%[57.1 µM]
CCOC(=O)/C(C#N)=N/Nc1ccccc1C#N	-15.6%	5.7%	-18.2%	0.0%	-1.2%	?	2.2%	-1.1%	-5.6%
CC(C)(C)OC(=O)N1CCCC(C(=O)Nc2cccc(C(=O)NCCCc3ccccc3)c2)C1 (stereo not drawn)	2.4%	29.3%	2.3%	/	0.2%	4.9%	6.8%	-27.8%	21.1%
O=C(Cc1csc(NC(=O)Nc2ccc(Cl)cc2)n1)NC1CCCC1	7.4%	0.0%	-2.9%	1.4%	2.9%	?	6.5%	-8.9%	19.8%
CCC(Oc1ccccc1)C(=O)Nc1ccccc1OCc1cc(=O)n2ccccc2n1 (stereo not drawn)	4.6%[57.1 µM]	-8.8%	-1.5%	14.5%	-5.9%	0.0%	5.6%	-8.2%	7.5%[57.1 µM]
O=c1/c(=C/c2ccc([N+](=O)[O-])cc2)sc2n1CCCN=2	-9.1%	0.8%	-14.3%	0.7%	2.7%	0.0%	-17.5%	-18.7%	-2.2%[57.1 µM]

Profiles, quoted from the list. Screens in order: TrxR1 substrate, mIDH1 inhibitor, Vif-A3G inh, RXFP1 ag, Vif-A3F inh, 12-LOX inh, RGS4 inh, USP1-UAF1 inh, rTrxR1 inhibitor
O=C(Cc1csc(NC(=O)Nc2ccc(Cl)cc2)n1)NC1CCCC1 as listed: 7.4%, 0.0%, -2.9%, 1.4%, 2.9%, ?, 6.5%, -8.9%, 19.8%
CC(C)(C)OC(=O)N1CCCC(C(=O)Nc2cccc(C(=O)NCCCc3ccccc3)c2)C1 (stereo not drawn) as listed: 2.4%, 29.3%, 2.3%, /, 0.2%, 4.9%, 6.8%, -27.8%, 21.1%
O=C(Nc1ccc(NC(=O)c2ccco2)cc1)c1ccc2c(c1)OCCO2 as listed: 3.1%[57.1 µM], 8.3%, -3.9%, 2.8%, 12.4%, -4.5%, -27.6%, -12.3%, 7.8%[57.1 µM]
COCCN1C2=C(COC(C)(C)C2)C(=S)NC1c1ccccc1 (stereo not drawn) as listed: 7.3%[57.1 µM], 1.5%, -3.9%, -2.2%, -13.1%, ?, 15.1%, 1.0%, 4.6%[57.1 µM]

(list continues)
SMILES	TrxR1 substrate	mIDH1 inhibitor	Vif-A3G inh	RXFP1 ag	Vif-A3F inh	12-LOX inh	RGS4 inh	USP1-UAF1 inh	rTrxR1 inhibitor
Cc1ccc(-n2c(Cc3cccn3C)nnc2SCC(=O)N2CCc3ccccc32)cc1	1.0%	0.9%	1.4%	-0.4%	0.4%	-2.5%	-19.5%	-15.7%	1.1%
CC(OC(=O)[C@@H](NC(=O)OCc1ccccc1)C(C)C)C(=O)Nc1ccc(N2CCOCC2)cc1 (stereo partly drawn)	6.0%	2.3%	1.9%	/	-5.7%	31.1%[activator]	-14.9%	-9.8%	9.2%
COc1ccccc1-c1sc2cc3c(cc2c1C#Cc1cncn1C)OCO3	27.0%[57.1 µM]	-0.4%	-12.4%	/	-11.3%	-3.8%	28.7%	12.8%	26.3%[57.1 µM]
Cc1cc(OCC(=O)N(C)C2CCCCC2)cc(C)c1Cl	9.7%[0.0914 µM]	-0.3%	-0.3%	4.8%	-1.6%	-13.7%	16.4%	-22.6%	24.2%[0.0914 µM]
CCN1CCN(c2ccc(S(=O)(=O)N3CCCCC3)cc2NC(=O)c2cccc(C)c2)CC1	-4.8%	0.6%	-1.0%	0.3%	2.6%	4.5%	10.0%	-16.0%	-5.9%
CCCn1c(N)c(C(=O)COC(=O)CCS(=O)(=O)c2ccc(C)cc2)c(=O)[nH]c1=O	-9.1%	-1.5%	-0.6%	2.1%	3.7%	0.0%	19.2%	6.9%	-9.0%
O=C(NCC(c1ccc2c(c1)OCO2)N1CCN(c2ccccc2)CC1)c1ccc(F)c(F)c1 (stereo not drawn)	-1.6%[57.1 µM]	13.4%	4.9%	1.7%	3.1%	-12.5%	-22.3%	-4.1%	20.4%[57.1 µM]
Cc1ccc(Sc2ccncc2S(N)(=O)=O)cc1	-8.4%	3.5%	0.9%	2.1%	0.3%	-21.6%	9.2%	-14.9%	-7.1%
Cc1ccc(C)c(OCC(O)CN2CCC(CN3C(=O)c4cccc5cccc(c45)C3=O)CC2)c1 (stereo not drawn)	3.2%	2.0%	1.1%	-1.2%	-8.5%	-0.7%	7.5%	-21.2%	-7.0%
Cn1cccc1Cc1nnc(SCC(=O)Nc2cccc(Cl)c2)n1-c1ccc(F)cc1	1.4%[57.1 µM]	13.3%	-7.7%	0.3%	2.1%	487.7%[activator]	?	-9.7%	1.1%[57.1 µM]
COC(=O)c1ccc(CNC(=O)CSC(C)C(=O)Nc2cc(C)on2)cc1 (stereo not drawn)	4.1%	-0.7%	-6.7%	0.4%	2.6%	107.5%[activator]	13.8%	-21.8%	29.6%
CCCCCn1c(=S)[nH]c2ncccc2c1=O	7.5%	3.1%	3.0%	-1.5%	4.3%	-6.9%	-19.5%	-17.3%	10.0%
CCc1ccc(N(C(C)=O)c2nc(CCl)cs2)cc1	0.1%	3.7%	3.6%	0.6%	16.4%	?	2.2%	-2.1%	?
COC(=O)c1c(NC(=O)CSc2n[nH]c(N)n2)sc(C)c1C	6.6%[57.1 µM]	14.0%	-0.1%	1.3%	7.8%	?	-10.5%	0.3%	22.4%[57.1 µM]
CC(Oc1ccc(Cl)cc1)C(=O)NCCCn1ccnc1 (stereo not drawn)	5.5%	0.4%	-4.0%	-0.6%	-4.5%	19.8%	-3.5%	-0.8%	13.5%
O=C(c1ccc2c(=O)n3c(nc2c1)CCCCC3)N1CCN(c2ccc(Cl)cc2)CC1	5.0%[57.1 µM]	13.3%	-0.8%	2.9%	10.0%	9.3%	-14.9%	-17.2%	14.5%[57.1 µM]
CC(=O)N1c2ccc(S(=O)(=O)N3CCCCCC3)cc2CC1C(=O)NCc1ccccc1F (stereo not drawn)	-0.4%[57.1 µM]	-8.8%	4.0%	-0.8%	1.1%	?	32.0%	-3.8%	17.4%[57.1 µM]
CC(=O)NN(O)C1N(C)C(=O)N(Cc2ccccc2)C1(C)C (stereo not drawn)	5.0%[57.1 µM]	0.8%	-1.3%	/	-1.5%	0.9%	10.8%	-25.8%	4.7%[57.1 µM]
CN1CCN(C(=O)CN(CCc2ccccc2)S(C)(=O)=O)CC1	4.3%	-4.4%	-0.2%	4.1%	-2.8%	20.3%	-16.1%	3.2%	8.8%
CC1CCCC(NC(=O)COC(=O)c2sc3ccccc3c2Cl)C1C (stereo not drawn)	-1.2%	5.0%	0.3%	0.6%	5.5%	2.0%	3.4%	-13.8%	8.6%
Cc1ccc(C)c(CN2CCCN(Cc3cc(C)ccc3C)S2(=O)=O)c1	9.0%&6.9%[57.1 µM]	-1.6%&20.5%	-0.8%&-4.5%	8.5%&2.8%	9.4%&-2.0%	0.0%&4.4%	5.3%&-2.1%	-3.7%&1.9%	13.5%&27.2%[57.1 µM]
O=C(CNCc1cccs1)NC12CC3CC(CC(C3)C1)C2	-9.0%	-5.0%	7.4%	1.1%	6.6%	-1.0%	-33.6%	-4.7%	6.7%[57.1 µM]
Cc1c(NC(=O)COC(=O)c2ccccc2O)c(=O)n(-c2ccccc2)n1C	/	0.0%	-4.2%	/	-7.3%	13.2%	/	?	/
CCC(c1nnnn1Cc1ccco1)N(Cc1cc2cc(OC)ccc2[nH]c1=O)C1CCCCC1 (stereo not drawn)	-0.1%	-1.8%	-8.2%	4.5%	/	?	-40.4%	-23.7%	?
COc1ccc(S(=O)(=O)N2CCOCC2)cc1C(=O)Nc1ccc2c(c1)OCO2	3.3%	8.2%	-5.7%	-1.6%	-0.1%	i	10.5%	-14.9%	-4.8%
CC(NC(=O)CNC(=O)C1O[C@@H]2OC(C)(C)O[C@@H]2[C@H]2OC(C)(C)O[C@@H]12)C(=O)O (stereo partly drawn)	-4.3%	-16.9%	-8.1%	-0.7%	-11.5%	2.3%	13.3%	-7.4%	-5.6%
Cc1cc2c(=O)n(Cc3ccco3)c(SCC(=O)c3ccc(Cl)s3)nc2s1	6.3%	8.2%	0.3%	-0.4%	-6.5%	-27.2%	-15.3%	-22.1%	?

Source: PubChem (National Center for Advancing Translational Sciences (NCATS))

A portion of the library (hit frequency here may not be typical).
